HEK293 NOD2/NF-kB: NOD2 signaling inhibitors, cell-based, luminescence, uHTS, HEK293 (AID 1566) | HEK293 NOD2/NF-kB luciferase reporter, luminescence; higher % means a stronger effect | inhibition, % at 4 µM, or EC50 in µM where a hit was titrated | 290,000 compounds, 0.63% hits; also: many of its hits are not listed in these tables
NOD1 inhibition: NOD1 signaling inhibitors, primary screen, cell-based, luminescence, uHTS (AID 1578); NOD1-driven NF-kB luciferase reporter cells, luminescence; higher % means a stronger effect; inhibition, % at 4 µM, or EC50 in µM where a hit was titrated; 290,000 compounds, 1% hits; in the data active = inhibition mostly above about 36%, no sharp cut-off; inactive = mostly below about 34%;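 also: HEK-293T reporter cells stimulated with the NOD1 agonist gamma-tri-DAP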
Myeloid diff 2: compounds promoting myeloid differentiation. ER-HoxA9 myeloid progenitors, lysozyme-GFP differentiation, flow cytometry. calls only at 10 µM. 360,000 compounds, 1% hits;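 active = normalized GFP-positive differentiation at or above the plate's own cutoff, the solvent-only control mean plus 3 SD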;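 also: cells exposed to compound for four days before flow analysis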
KOR beta-arrestin-1: kappa opioid receptor blockers – cell-based, luminescence, uHTS (AID 1778); KOR beta-arrestin recruitment, luminescence, antagonist mode; higher % means a stronger effect; inhibition, % at 10 µM, or IC50 in µM where a hit was titrated; 290,000 compounds, 0.091% hits; also: strong numbers were not always called active
NTR1 agonist: agonists of NTR1, primary screen, imaging, U2OS cells, beta-arrestin-GFP, high content (AID 493036). activation, % at 20 µM. P30989. NTR1-U2OS beta-arrestin-GFP spot imaging, agonist mode. 330,000 compounds, 0.17% hits;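 active = activation at or above 40% of the spot to cytoplasm intensity ratio, with at least 20 cells analyzed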;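 also: 0% = DMSO without peptide and 100% = 100 nM NTR1 peptide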
Target sequence (P30989 whole entry, looked up): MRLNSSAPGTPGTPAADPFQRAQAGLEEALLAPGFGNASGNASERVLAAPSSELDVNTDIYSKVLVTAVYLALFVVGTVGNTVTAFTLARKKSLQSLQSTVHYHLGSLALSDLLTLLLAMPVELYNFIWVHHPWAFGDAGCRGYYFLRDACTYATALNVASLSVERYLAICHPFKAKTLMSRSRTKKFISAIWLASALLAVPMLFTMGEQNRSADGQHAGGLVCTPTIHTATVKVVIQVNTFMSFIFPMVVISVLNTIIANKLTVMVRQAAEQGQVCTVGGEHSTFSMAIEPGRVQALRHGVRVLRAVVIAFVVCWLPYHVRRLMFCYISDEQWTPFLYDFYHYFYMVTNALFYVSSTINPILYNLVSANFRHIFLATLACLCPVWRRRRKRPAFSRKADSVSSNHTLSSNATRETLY
KOR beta-arrestin-2: kappa opioid receptor activators – cell-based, luminescence, uHTS, primary screen (AID 1777). 280,000 compounds, 0.02% hits. KOR beta-arrestin recruitment, luminescence; higher % means a stronger effect. one-dose activation, % at 10 µM; EC50 in µM for titrated hits; in the data active = activation above about 50%, passing the limit was not always enough; also: a part of the inactive calls stands beside numbers as strong as those of hits
GPR55 beta-arrestin: selective activators of receptor GPR55 – imaging, U2OS cells, beta-arrestin-GFP redistribution, primary screen (AID 1961) | U2OS GPR55 beta-arrestin-GFP redistribution imaging; higher % means a stronger effect | one-dose activation, % at 10 µM; EC50 in µM for titrated hits | 290,000 compounds, 0.048% hits;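 active = activation above 40% with more than 50 cells counted in the well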;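 also: U2OS osteosarcoma cells stably expressing GPR55 and beta-arrestin-GFP; plate controls were DMSO negative control for no effect and LPI positive control for full effect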
GPR55 antagonists: inhibition of LPI-stimulated GPR55 beta-arrestin translocation – imaging, U2OS, beta-arrestin-GFP, LPI agonist, primary screen (AID 2013); U2OS GPR55 beta-arrestin-GFP translocation imaging, LPI antagonism; higher % means a stronger effect; one-dose inhibition, % at 10 µM; IC50 in µM for titrated hits; 290,000 compounds, 0.13% hits;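 active = spots per cell inhibited over 60%, with over 100 cells counted and total cytoplasm intensity under 500,000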;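 also: U2OS cells stably carrying GPR55 and arrestin-GFP stimulated by 5 µM LPI near EC80; imaged beta-arrestin-GFP aggregate spots per cell after agonist stimulation; plate controls were LPI-stimulated DMSO wells for no effect and DMSO wells without LPI for full effect; some results filed as inactive read as strong as hits; confirmed hits need IC50 under 10 µM and bright autofluorescent wells are also inconclusive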
T cell modulator: T cell immune modulators affecting CD8 T cell-vesicle binding | 2C CD8+ T cell-vesicle binding, flow cytometry; hits give low values | calls only at 7 µM | 330,000 compounds, 0.068% hits | AID 2052;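 active = response, share of CD8 T cells binding vesicles, and their 90th percentile fluorescence all below set limits, cut at about 80% in these data, passing the limit was not always enough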
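Incubation: binding step 1.5 h, 37 °C, antibody labelling 20 min, ice; system: murine 2C transgenic CD8+ T lymphocytes; technique: cytometric PE anti-B7-1 and Alexa647 anti-CD8 signals after 1% paraformaldehyde fixation; also added: QL9-charged Drosophila Ld/ICAM-1/B7-1 vesicles; control set: naked versus QL9-loaded vesicles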
T cell modulator vesicle-bound %: further read-out of T cell modulator, marked with its call; double positive events, %; measured here: CD8+ vesicle-bound cell fraction;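 binding gate set so that unloaded-vesicle control wells show 10% double positive cells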
NTR1 agonist cell count 20 µM: further read-out of NTR1 agonist, marked with its call; cell count; measured here: cell count, cytotoxicity flag
Myeloid diff 2 GFP+ MAC1+ %: further read-out of Myeloid diff 2, marked with its call; GFP+ MAC1+ double positive, %; measured here: differentiation confirmed by MAC1 staining
* hit, by the source's call; i = inactive; x = not tested or not shown; + = active, no number; [ ] = another dose, or the depositor's remark. Rule as the data show it, unless noted: active = inhibition above about 50%; inactive = the rest. Only part of the results is shown; the hit share may differ from the screen's.

SMILES	HEK293 NOD2/NF-kB	NOD1 inhibition	Myeloid diff 2	Myeloid diff 2 GFP+ MAC1+ %	KOR beta-arrestin-1	NTR1 agonist	NTR1 agonist cell count 20 µM	KOR beta-arrestin-2	GPR55 beta-arrestin	GPR55 antagonists	T cell modulator	T cell modulator vesicle-bound %
O=S(=O)(NCCc1ccccn1)c1ccc(F)c(F)c1	18%	-5%	i	1.4	25%	3.3	77	-6.9%	0.3%	-12%	i	21
CCn1ncc(S(=O)(=O)N2CCN(c3cccc(OC)c3)CC2)c1C	13%	-12%	i	2.5	0%	1.5	69	3.6%	-0.2%	0%	i	10
Cc1cccc(NC(=O)NCC(F)(F)F)n1	5%	-2%	i	0.7	5%	0.0	78	-2.4%	-0.1%	-1%	i	46
O=[N+]([O-])c1ccc(N(CC2CO2)S(=O)(=O)c2ccccc2)cc1 (configuration not stated)	-6%	-10%	i	0.8	0%	-1.4	45	-1.6%	0.1%	15%	i	12
Cc1[nH]c(=S)[nH]c(=O)c1CCOc1ccccc1	-14%	-25%	i	0.4	-27%	1.2	51	5.1%	-0.2%	22%	i	40
CC(C)C(=O)Nc1ccc(NC(=O)c2ccc3c(c2)OCO3)cc1	-9%	1%	i	1.1	-58%[20 µM]	0.2	57	-1.0%	-0.3%	0%	i	45
COc1cccc(NC(=O)C(=O)N/N=C/c2ccc3c(c2)OCO3)c1	-6%	-19%	i	2.0	-10%	1.0	57	1.7%	-0.1%	15%	i	14
O=C(c1ccc(F)cc1)N1CCN(Cc2ccccc2)CC1	10%	-13%	i	0.5	-43%[20 µM]	1.3	55	-3.0%	-0.3%	-3%	i	59
Cc1ccnc(NC(=O)CCC(=O)N(CC(=O)NCc2ccccc2)c2ccc3c(c2)OCO3)c1	-25%	-43%	i	1.5	-30%	1.8	50	-0.7%	0.8%	-9%	i	21
COc1cccc(-n2c(N)cc(=O)nc2SCC(=O)Nc2cc(C)on2)c1	4%	-39%	x	x	-15%	0.1	68	-1.2%	0.0%	-2%	i	9
COc1ccc(-c2cc(C(F)(F)F)nc(SCCC(=O)N3CCCC3)n2)cc1	10%	-19%	i	0.7	3%	4.4	90	32%	0.5%	1%	i	18
CCOC(=O)N1CCN(C(=O)c2ccc3c(=O)n(Cc4ccc(Cl)cc4)c(=S)[nH]c3c2)CC1	1%	0%	i	2.4	-20%	14	63	4.0%	0.3%	-7%	i	60
O=C(Cn1c(NCCCO)nc2ccccc21)c1ccc(F)cc1	-4%	-16%	i	0.8	-19%[20 µM]	0.7	71	-12%	-0.1%	9%	i	44
CN1CCCN(C(=O)c2c(F)cccc2Cl)CC1	11%	-31%	i	0.4	-9%	0.2	59	2.9%	-0.1%	-3%	i	51
CCN(CC)C(=O)C1CCN(S(=O)(=O)c2c(C)noc2/C=C/c2cccc(C)c2)CC1	0%	6%	+	13*	24%[20 µM]	-1.9	46	0.3%	0.5%	-24%	i	51
O=C(COC(=O)c1cccc(C(=O)OCC(=O)NC2CCCCC2)n1)NC1CCCCC1	-12%	-20%	i	1.0	-4%	0.8	69	5.0%	0.0%	-8%	i	24
O=C(CN(C(=O)CCC(=O)Nc1nccs1)c1ccc(F)cc1)NCc1ccc(F)cc1	3%	-6%	i	0.4	-7%	0.7	46	3.4%	-0.1%	7%	i	47
Cc1ccc(S(=O)(=O)N2CC(O)CC2C(=O)OCc2nc3sc(C)c(C)c3c(=O)[nH]2)cc1 (configuration not stated)	-6%	-19%	i	0.4	-8%	0.4	48	8.0%	0.0%	-2%	i	46
COC(=O)CCCCC1SCC2NC(=O)NC21 (configuration not stated)	-3%	-22%	i	0.2	-9%	0.7	35	-2.2%	-0.2%	3%	i	58
O=C(NCCNC(=O)c1cc(Cl)ccc1Cl)c1ccccn1	-6%	17%	i	1.3	-20%	-1.2	36	1.5%	0.0%	3%	i	15
COC(=O)c1ccc(C2Nc3ccc(/C(C)=N/NC(=O)C(OC)c4ccccc4)cc3C3C=CCC32)cc1 (configuration not stated)	15%	-31%	i	0.5	32%	-0.5	94	0.8%	0.5%	5%	i	57
CCN(Cc1cc2cc(C)ccc2[nH]c1=O)C(=O)c1cccc([N+](=O)[O-])c1	15%	3%	i	0.0	17%	-0.9	54	0.0%	-0.3%	0%	i	36
CCC(c1nnnn1CCc1ccccc1)N(Cc1ccco1)Cc1cc2c(C)ccc(C)c2[nH]c1=O (configuration not stated)	8%	12%	i	0.8	-8%	4.5	36	32%	-0.2%	1%	i	13
O=C(CCc1nc(-c2ccccc2)no1)NCc1ccco1	16%	11%	i	1.2	9%	-0.7	38	-1.7%	-0.1%	7%	i	48
CCCNC(=O)N1CCN(C(c2ccccc2)c2ccccc2)CC1	-4%	-9%	i	0.4	24%	-0.3	68	5.4%	-0.1%	5%	i	65
O=C(O)c1sc2cccc(Cl)c2c1Cl	-17%	-53%	i	0.2	-64%[20 µM]	2.5	52	x	-0.1%	6%	i	9
COc1ccc(S(=O)(=O)N(CCC#N)Cc2ccco2)cc1OC	7%	-9%	i	1.2	12%	-0.2	44	1.9%	0.5%	-3%	i	39
Cc1cc2ccccn2c1C(=O)c1ccc(S(=O)(=O)N(C)C)cc1	14%	8%	i	1.1	17%	3.0	48	1.1%	-0.1%	5%	i	51
COc1cccc(NC(=O)NNS(=O)(=O)c2ccc(OC)cc2OC)c1	10%	-5%	i	0.6	22%	-0.7	62	-1.5%	0.2%	-6%	i	60
CCOc1ccccc1NC(=O)CSCC(=O)Nc1ccccc1	-11%	0%	i	5.0	-13%	1.4	74	8.2%	-0.1%	1%	i	33
COc1ccc(S(=O)(=O)N2CCC(C(=O)N3CCN(C)CC3)CC2)cc1OC	10%	0%	i	0.6	-7%	-2.3	55	1.2%	-0.2%	10%	i	35
CN1C(=O)NC(c2ccccc2)C2=C1CN(Cc1ccco1)C2=O (configuration not stated)	-9%	-20%	i	3.2	21%	-0.1	64	-3.7%	-0.2%	-10%	i	33
CCCc1nc2ccccc2c(=O)n1NC(=O)c1c(O)c2ccccc2n(C)c1=O	1%	-21%	i	0.7	2%[20 µM]	2.1	59	-2.2%	0.3%	9%	i	50
CCOC(=O)COc1ccc(/C=C2/C(=O)NN(c3ccc(F)cc3)C2=O)cc1OC	6%	-1%	i	0.6	-76%[20 µM]	4.2	48	3.1%	1.1%	0%	i	44
COc1cc(OC)cc(C(=O)N[C@H](C(=O)Nc2nnc(C3CC3)s2)C(C)C)c1	13%	-19%	i	0.3	2%	2.0	63	-3.0%	-0.4%	6%	i	29
Cc1ccccc1-c1nc2cc(N)ccc2o1	-146%	-114%	i	0.8	-14%	0.4	55	1.1%	-0.1%	4%	i	64
Cc1cc(C)c(C)c(S(=O)(=O)NCc2ccc(C(=O)N3CCCC3)cc2)c1C	22%	-20%	i	0.7	2%	2.0	44	-1.2%	0.1%	-4%	i	54
COc1ccc2cc(C(=O)O)n(CC(=O)c3ccccc3)c2c1	-10%	-9%	i	0.8	-26%	0.7	78	-4.0%	0.0%	-3%	i	53
O=C(CN1CCC(C(=O)c2cccc(Cl)c2)CC1)Nc1ccc(C(=O)O)cc1	14%	-6%	i	0.2	-3%[20 µM]	-0.4	39	-2.0%	-0.3%	-12%	i	25
CCn1cc(C(=O)NCCCN2CCC(C)CC2)c(=O)c2cc(S(=O)(=O)N3CCCC3)ccc21	8%	-16%	i	0.7	8%	-1.4	78	0.6%	-0.1%	-4%	i	21
COc1ccc(NC(=O)NCc2cccnc2)cc1OC	-2%	-22%	i	0.9	25%	0.2	87	-4.3%	-0.1%	-6%	i	43
CS(=O)(=O)N(CC(=O)Nc1ccccc1Cl)c1ccc(Cl)cc1	9%	-28%	i	0.5	-24%	0.4	39	-1.5%	-0.2%	1%	i	40
COc1cccc(C(=O)NCC(=O)N2CCC(C)CC2)c1	-22%	-19%	i	0.7	-10%	-0.2	45	-0.9%	-0.2%	18%	i	36
O=C(NCc1ccco1)c1ccc(CS(=O)Cc2cccc(Cl)c2)o1 (configuration not stated)	3%	-11%	i	3.2	-40%	0.3	56	1.4%	0.1%	7%	i	18
O=S(=O)(NCC1CCCO1)c1ccc(S(=O)(=O)N(Cc2ccc(F)cc2)Cc2ccco2)cc1 (configuration not stated)	-56%	-6%	i	0.2	-15%	-0.1	47	0.5%	0.1%	0%	i	26
O=C(O)c1cc(Sc2ccc(Br)cc2)nc2ccccc12	17%	-21%	i	0.0	-7%	x	x	1.6%	0.6%	-4%	x	x
N/C(=N\OC(=O)c1ccc(Cl)cc1[N+](=O)[O-])c1ccccn1	-92%	-70%	i	0.5	2%	3.7	55	-1.6%	1.0%	10%	i	65
CCN(C(=O)COc1ncnc2sccc12)c1ccccc1	6%	-16%	i	0.5	-7%	0.3	49	-0.7%	-0.5%	3%	i	37
CCOC(=O)c1cnc(-n2[nH]c(C)c(Cc3ccccc3)c2=O)[nH]c1=O	-3%	-54%	i	0.1	-65%	0.3	50	4.3%	0.1%	4%	i	64
CC(=O)CSc1nnc(Cc2ccc([N+](=O)[O-])cc2)o1	9%	4%	i	1.3	14%	-1.2	54	0.8%	-0.1%	8%	i	19
CC[C@H](C)[C@@H]1NC(=O)c2cc([N+](=O)[O-])cc(I)c2SC[C@@H](C(N)=O)NC(=O)[C@H](CCCCN)NC1=O	7%	-34%	x	x	-10%	-2.5	89	-4.3%	0.2%	19%	i	29
Cc1ccc2c(c1)c(=O)c(Br)c(C)n2Cc1ccccc1	21%	-12%	i	0.5	x	2.8	40	-3.1%	0.1%	6%	i	11
O=C(c1ccco1)N1CCN(Cc2ccc(F)cc2Cl)CC1	-34%	-14%	i	0.4	10%[20 µM]	0.8	58	3.2%	0.6%	2%	i	6
O=C(O)c1ccc(N2CCCCC2)cc1O	8%	-19%	i	0.3	19%	-0.3	54	4.3%	-0.6%	-3%	i	58
